# MDM2 E3 inh = MDM2-luciferase reporter signal enhancers, primary screen, MDM2 E3 ligase inhibitor project, cell-based, luminescence, 1536-well. E3 ubiquitin-protein ligase Mdm2 (Homo sapiens), Q00987. cell-based MDM2 ubiquitination luciferase reporter, 2 h; 0 = plate control, 100 = twice control, blank-subtracted. signal enhancement, % at 5 µM. actives 0.11% (n = 210,000);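 active = signal enhancement of 30% or more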;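 also: luminescence tracks abundance of the self-degrading MDM2-luciferase fusion protein; higher signal means inhibition of MDM2 E3 ligase activity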
#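 Assay system: stable mammalian line carrying autodegrading MDM2–luciferase fusion reporter; Input: 2000 cells in each well; Compound dosing: single-point 5 µM; Schedule: 2 h compound exposure at 37 °C; Signal: SteadyLite luciferase luminescence after 15 min room-temperature reagent incubation; Evaluation: % luminescence enhancement versus blank-corrected plate control mean; Benchmarks: plate controls and plate blanks.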
# Rad51 HR inh = human RAD51 strand exchange inhibitors, primary screen, biochemical, fluorescence | hRad51 DNA strand exchange, fluorescence dequenching | actives 0.085% (n = 200,000) | AID 1385, 2008 | inhibition, % at 10 µM;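 active = inhibition above 40% at the single screening dose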;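 also: 0% = DMSO control wells and 100% = blanks with heterologous ssDNA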
#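 System: human Rad51 nucleoprotein filaments preassembled on unlabelled ssDNA. Reagent: labelled 47-mer dsDNA for strand exchange. Schedule: 30-min compound preincubation and 15-min exchange, both room temperature. Measured by: FRET fluorescence dequenching, excitation 485 nm, emission 520 nm. Read-out: Fluorescence-based percent inhibition, control- and blank-normalised. Benchmarks: plate controls and plate blanks.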
# Calpain2 inh = inhibitors of pig calpain II, primary screen, biochemical, fluorogenic peptide substrate, 1536-well | purified calpain II, 30 min | actives 0.37% (n = 220,000) | inhibition, % at 16 µM | AID 1236, 2008;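 active = inhibition above about 50%, limit read from the data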
# EBV gp42 block = Epstein-Barr virus gp42 inhibitors, primary screen, biochemical, uHTS, fluorescence polarization; AID 1085, 2008; actives 0.42% (n = 220,000); Fluorescence polarization binding assay, mP read-out; Glycoprotein 42 (Epstein-Barr virus (strain AG876)), Q1HVG2; inhibition, % (tested at 21.74 µM); in the data active = inhibition above about 50%
# KCC2 mod = KCC2 cotransporter modulators, thallium flux, primary screen, cell-based, HEK293 KCC2, FluoZin-2 fluorescence, MLSMR; Solute carrier family 12 member 5 (Homo sapiens), Q9H2X9; KCC2 cells, thallium flux FluoZin-2 fluorescence; B-score of Tl+ flux slope (higher = more flux/activation; lower = inhibition) at 10 µM; actives 2.2% (n = 190,000); AID 1456, 2008;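 active = thallium flux slope and its plate-corrected score both differing from the plate sample mean at a set confidence after two filtering rounds, in either direction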;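 also: slope of fluorescence scaled to starting intensity during 10 to 20 s after thallium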
# eIF4E-4G inh = eIF4E–eIF4G protein interaction inhibitors, primary screen, biochemical, uHTS, TR-FRET, eIF4GI fragment | inhibition, % at 21.7 µM | actives 0.37% (n = 220,000) | TR-FRET eIF4E-eIF4GI(517-606) binding, 2 h | Eukaryotic translation initiation factor 4E (Mus musculus) + Eukaryotic translation …;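 active = inhibition above about 30%, limit read from the data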;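 also: 0% = full FRET control wells and 100% = background wells lacking eIF4GI fragment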
# TNF death inh = inhibitors of TNF-alpha triggered necroptosis, primary screen, cell-based, Jurkat FADD-/-, single concentration. Jurkat FADD-/- TNF necroptosis rescue, ATP luminescence, 24 h; 0 = TNF only, 100 = no-TNF cells. activation (protection from cell death), % at 10 µM. actives 0.068% (n = 220,000);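 active = activation, meaning protection from cell death, of at least 50% relative to plate controls; inactive = activation below 50%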;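 also: necroptosis triggered by 40 ng/mL TNF-alpha added together with compound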
# L929 necroptosis = inhibitors of zVAD-triggered necroptosis, primary screen, L929 cells. actives 0.38% (n = 220,000). AID 1377, 2008. L929 zVAD necroptosis rescue, ATP luminescence, 24 h; with zVAD 60 µM. viability rescue, % at 10 µM;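 active = activation, scaled between plate controls, above about 75%, limit read from the data; inactive = activation under that limit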;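 also: 0% = zVAD with DMSO and 100% = DMSO alone without zVAD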
# PERK inh = block of dimerizer-induced PERK translation repression, primary screen, PERK inhibitor project, CHO PERK-DD cells, SEAP luminescence, HTS. Eukaryotic translation initiation factor 2-alpha kinase 3 (Homo sapiens), Q9NZJ5. AID 1416, 2008. CHO PERK-DD fusion, SEAP luminescence translation reporter. inhibition, % at 5.6 µM. actives 0.17% (n = 220,000);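 active = inhibition above the mean inhibition of all tested compounds plus 3 SD, set separately per screening campaign, cut at about 2.9% in these data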;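 also: PERK kinase domain activated by AP20187 dimerizer at 100 nM; 0% = DMSO with dimerizer and 100% = rapamycin at 8.4 µM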
# Numbers without * were called inactive; nt = not tested or not shown; [ ] = another dose, or the depositor's remark.
# Order of results – EBV gp42 block	KCC2 mod	PERK inh	Rad51 HR inh	L929 necroptosis	Calpain2 inh	TNF death inh	eIF4E-4G inh	MDM2 E3 inh
Cc1ccc(C(=O)c2cc3ccccc3o2)cc1[N+](=O)[O-]
    -3.6	0.963	1.6	-6.4	4.4	-10.9	-0.1	4.1	-15.0
COc1ccc(N(CC(=O)Nc2ccc3c(c2)OCO3)S(=O)(=O)c2c(C)nn(C)c2C)cc1
    -9.1	-0.57	-1.0	-1.8	0.0	-4.9	-2.3	4.4	-14.0
Cc1ccccc1-n1c(=O)cc(N2CCN(C(=O)c3ccco3)CC2)[nH]c1=O
    -6.0	0.189	0.5	-2.0	1.0	9.3	1.0	4.6	-16.4
COCCn1c(SCC(=O)Nc2ccc(F)cc2)nc2c(oc3ccccc32)c1=O
    -8.2	-0.0404	0.1	4.7	-0.1	-26.8	2.0	6.1	-8.8
CCSc1nc2c(c(=O)[nH]c(=O)n2C)n1C/C=C(/C)Cl
    -24.7	7.02*	0.9	11.6	0.0	7.6	-4.0	7.0	-1.4
Cc1cccc(Cc2ccc(Cl)nn2)c1
    -16.9	nt	0.9	3.5	5.7	-23.4	6.8	1.3	21.4
O=C(O)CSc1nnnn1-c1ccc2c(c1)OCCO2
    -3.0	-1.12	0.2	-3.8	-0.3	-4.7	-0.1	0.7	-5.2
CC(C)c1ccc(COc2ccc(C(=O)N3CCOCC3)cc2)cc1
    -7.8	-1.01	0.1	-1.9	23.4	24.6	-3.9	-0.1	-12.0
Cc1cccc(OCCn2c(S(=O)(=O)O)nc3ccccc32)c1
    6.4	0.0562	1.1	2.1	0.2	-25.1	-0.3	3.0	-1.6
O=C(O)Cn1c(SCc2ccccc2)nc2ccccc21
    10.1	-0.322	0.3	5.6	-0.3	16.2	1.0	2.2	-25.2
CCNC(=O)CC1C(=O)N(c2ccc(C)cc2)C(=O)N1Cc1ccccn1 (configuration not stated)
    -6.6	-0.0782	0.7	5.7	-0.6	18.3	-2.2	1.1	-4.6
Cc1ccc(NC(=O)CCn2c(=O)oc3ccccc32)c(C)c1
    -3.9	nt	1.2	-11.2	1.6	-1.8	0.8	6.0	-16.9
COc1ccc(CNC(=O)c2c(O)c3cccc4c3n(c2=O)CCC4)cc1OC
    -11.5	-0.0871	0.5	3.0	2.5	-38.2	-0.1	-11.1[fluorescence artefact?]	-10.2
CCOc1c(CNCCNC(=O)c2nonc2N)cccc1OC
    -6.1	0.431	0.5	-7.2	0.1	-11.3	2.8	-3.3[fluorescence artefact?]	8.7
CNC(=O)CN1C(=O)NC(Cc2c[nH]c3ccccc23)C1=O (configuration not stated)
    -2.7	0.986	0.5	nt	0.7	6.4	4.2	0.8	7.0
CCCCCC1(C)NC(=S)N(c2ccccc2)N1 (configuration not stated)
    -9.3	-0.271	1.2	20.5	-1.0	-0.2	-0.2	-2.1	-9.4
O=C(CCCCn1c(=S)[nH]c2ccsc2c1=O)NCc1ccco1
    -4.4	nt	0.4	11.9	4.9	15.9	2.2	3.6	-12.1
Cc1cccc(C2N(c3nccs3)C(=O)C3CCCN32)c1 (configuration not stated)
    -1.9	0.976	0.6	1.7	1.5	-15.4	0.2	-0.8[fluorescence artefact?]	-7.7
O=c1ccnc(Nc2ccc(Cl)cc2)[nH]1
    -6.8	1.35	1.6	6.1	-0.4	-19.7	2.1	0.6	-14.8
COc1cc(O)oc1C=Nc1ccc(Oc2ccccc2)cc1
    -37.8	nt	0.8	-9.9	0.8	7.6	-4.5	2.8[fluorescence artefact?]	-14.2
CCC(C)NC(=O)COC(=O)c1cccnc1Nc1ccccc1F (configuration not stated)
    -14.5	-0.155	0.4	1.2	1.5	7.7	1.7	-2.6	-15.5
O=C(CSc1nnc(-c2cccnc2)o1)Nc1ccc(Cl)cc1
    -27.6	0.173	2.5	-10.2	-1.4	-12.8	0.3	5.6	-19.7
COc1ccc(NC(=O)c2cccc(NC(=O)C(C)C)c2)c([N+](=O)[O-])c1
    -0.7	0.359	-0.7	-13.3	0.0	17.8	1.0	0.3	-11.0
O=C(CCCn1c(=O)c2sccc2n(CC(=O)NCc2ccco2)c1=O)NCc1ccco1
    -4.8	0.081	0.1	-3.3	-0.2	-15.0	-1.8	2.0[fluorescence artefact?]	-6.4
C=CCNc1sc(C(=O)c2ccccc2)c(N)c1C#N
    -6.6	-0.0226	0.3	10.7	0.1	12.0	0.0	-4.7	-16.3
O=C(Nc1ccc(CN2CCCCC2)cc1)c1sc2ccccc2c1Cl
    -1.6	0.814	0.1	nt	33.4	5.5	-2.3	-10.8	nt
CC(=O)Nc1ccc(S(=O)(=O)c2ccc(N)cc2)cc1N
    -10.7	0.152	1.2	5.0	-0.3	-43.9	0.1	-2.4[fluorescence artefact?]	-0.1
S=C(Nc1ccc2c(c1)OCO2)Nc1ccc2c(c1)OCO2
    -5.0	-0.168	-0.2	nt	nt	-7.5	-3.9	3.2	-6.0
COc1cc(/C=C/c2ccc3cccc(OC)c3n2)c(O)c([N+](=O)[O-])c1
    -8.6	-0.000851	1.1	-1.7	5.7	-48.5	-2.5	1.0	-6.4
CCc1ccc(NC(=O)C2CCCN2S(=O)(=O)c2ccc3c(c2)n(C)c(=O)c(=O)n3C)cc1 (configuration not stated)
    -6.7	-0.45	0.5	nt	-0.3	-8.7	-1.4	4.1	-11.2
COc1ccc(/C(O)=C2/C(=O)C(=O)N(CC3CCCO3)C2c2ccc(OC)c(OC)c2)cc1 (configuration not stated)
    -16.4	nt	0.0	0.6	-0.3	-24.5	-1.7	0.1	-17.5
CCCN(CCC)C(=O)C1c2ccccc2Oc2ccccc21
    -13.2	nt	-1.0	-1.6	-0.9	-14.1	0.9	2.9	-19.4
Cn1cccc1/C=N/N1CCN(Cc2ccccc2)CC1
    -7.4	-1.29	1.1	2.9	-0.3	-9.2	0.4	13.9	-12.8
O=C1CC(C(F)(F)F)=NN1
    -3.7	0.294	-0.6	10.7	-0.6	18.2	1.7	-3.3	-13.3
CCCCOc1ccc(C(=O)N/N=C/c2ccc(OCCN3CCCCC3)c(OC)c2)cc1
    -1.5	-1.05	-0.8	10.9	16.6	-7.2	-2.9	-0.4	-27.2
Cc1cccc(Nc2nc(N)c([N+](=O)[O-])c(NCCO)n2)c1
    -16.0	1.02	0.1	-1.0	0.0	9.2	-11.4	-4.7	-16.8
CC1(C)CNC(=O)CC(C)(C)N1
    -6.9	1.19	-0.6	8.3	0.9	-13.5	0.7	3.6	-4.5
CCOc1ccccc1Nc1ccc(C(=O)O)cc1[N+](=O)[O-]
    -7.8	-1.23	1.7	nt	-0.4	19.3	0.6	3.1	-11.2
CCn1c(SCC(=O)NNC(=O)c2ccc(C)cc2)nnc1-c1ccco1
    -2.4	-0.543	0.3	2.6	0.7	-10.6	0.6	-2.2	-35.8
N#Cc1cc2c(nc1SCc1ccc(Cl)cc1)CCCC2
    -19.7	-0.165	0.6	-10.3	-0.2	13.8	-1.2	1.2	-0.5
Cc1cc(C)cc(C(=O)NCC(=O)OCC(=O)N(C)C2CCS(=O)(=O)C2)c1 (configuration not stated)
    -6.5	-0.254	1.1	17.0	nt	45.1	1.2	3.7[fluorescence artefact?]	5.3
Cc1cc2oc(C(=O)Nc3ccc(S(=O)(=O)N4CCCC(C)C4)cc3)cc(=O)c2cc1Cl (configuration not stated)
    -10.0	-0.0893	1.0	nt	2.2	-46.9	2.5	-3.6	1.9
COC(=O)NCN1C(=O)C2C3C=CC(C3)C2C1=O (configuration not stated)
    8.8	0.128	-0.1	6.9	0.1	29.6	0.5	3.1	-8.7
CC(=O)Nc1cccc(/C(C)=N\NC(=O)c2ccc(Cn3nc([N+](=O)[O-])c(Cl)c3C)o2)c1
    5.0	-1.11	-0.1	4.2	0.9	-8.7	1.8	14.5[fluorescence artefact?]	10.7
CCCOC(=O)c1ccc(-c2ccc(C=O)o2)cc1
    -7.2	-0.763	0.8	nt	0.9	-1.3	1.0	2.8	2.4
CCOC(=O)C1C2C=CC3(CN(Cc4ccco4)C(=O)C13)O2 (configuration not stated)
    -15.1	0.21	0.4	0.6	-0.5	2.2	-0.3	-0.6	-16.6
COc1ccc(NC(=O)CC2(CC(=O)O)CCCC2)cn1
    13.0	-0.353	1.2	1.5	4.2	-15.7	0.4	1.9	-1.9
C=C(C)C1CC=C(CN2CC(C)OC(C)C2)CC1 (configuration not stated)
    -8.4	-0.536	-0.2	-7.0	0.8	-40.5	1.1	2.0	-12.8
COc1ccc(/C=N/NC(=O)c2ccccc2[N+](=O)[O-])cc1CN1CCc2cc(OC)c(OC)cc2C1C (configuration not stated)
    -1.7	0.579	0.3	27.7	0.1	-79.7	3.0	-3.7	2.7
CC1(c2nnc(-c3ccc(Cl)cc3)o2)CC(c2ccc([N+](=O)[O-])cc2)=NO1 (configuration not stated)
    -6.4	0.00854	nt	-1.1	0.7	-8.0	2.6	2.4	1.2
COc1ccc(OCCNC(=O)c2cccc(Oc3ccc(C(F)(F)F)cc3[N+](=O)[O-])c2)cc1
    -19.3	-0.573	-0.4	nt	0.4	13.9	1.1	-3.9	nt
O=C(CCl)Nc1cccn2ncnc12
    -7.3	-0.121	-0.2	-3.6	-0.7	-25.4	18.5	-0.8[fluorescence artefact?]	-2.0
Cc1cc2c(cc1C)-c1c(ssc1=Nc1ccc(S(N)(=O)=O)cc1)C(C)(C)N2
    -7.2	1.47	0.1	8.9	12.6	-24.2	4.0	1.6	-7.1
CCN1CCn2c3c(c4cc(C)ccc42)CCCC31 (configuration not stated)
    -9.9	0.557	-0.4	-18.8	0.1	-5.6	-4.8	-2.4	-21.5
NCc1c(O)ccc2ccccc12
    -3.9	0.317	-1.0	21.6	0.1	-10.5	-4.4	-3.5	-14.1
COC(=O)c1cccnc1Oc1ccccc1
    0.8	0.066	0.1	5.7	-0.2	-18.7	5.2	-2.0	-6.5
